Bioassay records deposited in PubChem BioAssay by several laboratories.
M1 PAM – human M1 muscarinic receptor positive allosteric modulators, primary screen, CHO-K1 cells, Fluo-8 calcium fluorescence, 1536-well; Muscarinic acetylcholine receptor M1 (Homo sapiens), P11229; CHO-K1 hM1, ACh EC20; 0% = ACh EC20, 100% = maximal ACh; activation, % at 3 µM; 360,000 tested, 0.088% active; AID 588819, 2011; in the data active = activation above about 19%, passing the limit was not always enough
Target sequence (P11229 whole entry, looked up): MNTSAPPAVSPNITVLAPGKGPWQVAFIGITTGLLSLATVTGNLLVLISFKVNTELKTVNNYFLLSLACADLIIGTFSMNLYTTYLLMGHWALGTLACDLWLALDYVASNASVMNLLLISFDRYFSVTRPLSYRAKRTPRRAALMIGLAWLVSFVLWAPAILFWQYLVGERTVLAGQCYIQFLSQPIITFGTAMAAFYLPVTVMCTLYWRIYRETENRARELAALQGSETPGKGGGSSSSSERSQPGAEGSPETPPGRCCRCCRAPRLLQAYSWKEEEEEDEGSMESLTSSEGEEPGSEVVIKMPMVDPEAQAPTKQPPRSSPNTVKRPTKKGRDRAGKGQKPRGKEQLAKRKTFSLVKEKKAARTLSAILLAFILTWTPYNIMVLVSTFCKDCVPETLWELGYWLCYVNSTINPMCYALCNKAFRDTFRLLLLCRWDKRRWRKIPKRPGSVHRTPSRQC
M5 antag – human M5 muscarinic receptor antagonists, primary screen, CHO cells, Fluo-8 calcium fluorescence | Muscarinic acetylcholine receptor M5 (Homo sapiens), P08912 | AID 624040, 2012 | CHO-hM5 cells, ACh EC80 | 360,000 tested, 0.59% active | inhibition, % at 3 µM;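 active = inhibition above a per-plate cutoff, the mean of that plate's test compounds plus 3 SD, cut at about 27% in these data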;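 note: 0% = acetylcholine EC80 with DMSO and 100% = DMSO without agonist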
Target sequence (P08912 whole entry, looked up): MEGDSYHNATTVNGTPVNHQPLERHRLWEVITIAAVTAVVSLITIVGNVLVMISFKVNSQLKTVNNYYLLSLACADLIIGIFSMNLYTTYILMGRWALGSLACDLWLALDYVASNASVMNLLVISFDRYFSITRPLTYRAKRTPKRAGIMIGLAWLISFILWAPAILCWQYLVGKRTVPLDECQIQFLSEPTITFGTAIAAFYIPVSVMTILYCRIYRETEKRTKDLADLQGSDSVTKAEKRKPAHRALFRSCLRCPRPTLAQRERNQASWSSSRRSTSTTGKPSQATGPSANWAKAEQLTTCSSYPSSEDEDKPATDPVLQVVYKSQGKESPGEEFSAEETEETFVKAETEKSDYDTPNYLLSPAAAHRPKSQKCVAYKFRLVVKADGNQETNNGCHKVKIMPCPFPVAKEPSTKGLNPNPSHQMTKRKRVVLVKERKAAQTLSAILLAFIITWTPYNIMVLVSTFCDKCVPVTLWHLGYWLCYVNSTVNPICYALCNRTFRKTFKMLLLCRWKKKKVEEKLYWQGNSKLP
CHRM4 PAM – human M4 muscarinic receptor positive allosteric modulators, primary screen, CHO-K1 cells, Fluo-8 calcium fluorescence; activation, % at 3 µM; 360,000 tested, 0.4% active; CHO-K1 hM4/Gqi5, ACh EC20; 0% = ACh EC20, 100% = maximal ACh; AID 624126, 2012; Muscarinic acetylcholine receptor M4 (Homo sapiens), P08173;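 active = activation above its plate's cutoff, the mean activation of sample wells plus 3 SD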; note: some results filed as inactive read as strong as hits
M4 ag – human M4 muscarinic receptor agonists, primary screen, CHO-K1 cells, Fluo-8 calcium fluorescence; Muscarinic acetylcholine receptor M4 (Homo sapiens), P08173; CHO-K1 hM4/Gqi5; vehicle 0%, full acetylcholine response 100%; activation, % at 3 µM; 360,000 tested, 0.14% active; AID 624127, 2012;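 active = activation above the run mean over all test wells plus 3 SD, cut at about 32% in these data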;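 note: peak over basal fluorescence ratio per well then scaled between controls; 0% = DMSO wells and 100% = acetylcholine at EC100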
M5 PAM – human M5 muscarinic receptor positive allosteric modulators, primary screen, CHO-K1 cells, Fluo-8 calcium fluorescence; CHO-K1 hM5, ACh EC20 PAM; 0% = ACh EC20, 100% = ACh EC100; Muscarinic acetylcholine receptor M5 (Homo sapiens), P08912; activation, % at 3 µM; 360,000 tested, 0.3% active;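 active = activation above the run cutoff, the mean activation of all test compounds plus 3 SD, cut at about 18% in these data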
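Probe or stimulus: acetylcholine, EC20 level; Assay system: human M5 receptor in CHO-K1 cells; Schedule: compound preincubation 140 s before EC20 acetylcholine addition; Technique: intracellular calcium via Fluo-8 fluorescence; Dosing: single-point, 3 µM nominal; Read-out basis: percent activation from peak-over-basal fluorescence ratio, scaled EC20-to-EC100 acetylcholine; Repeats: one well per compound, no replicates.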
CHRM1 antagonist – human M1 muscarinic receptor antagonists, primary screen, CHO-K1 cells, Fluo-8 calcium fluorescence, 1536-well; Muscarinic acetylcholine receptor M1 (Homo sapiens), P11229; CHO-K1 hM1, ACh EC80 antagonist; inhibition, % at 3 µM; 360,000 tested, 1.3% active; AID 588852, 2011;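 active = percent inhibition above its own plate's cutoff, namely the mean of that plate's compound wells plus 3 SD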;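 note: peak over basal fluorescence ratio during 140 s after agonist addition; 0% = ACh EC80 plus DMSO and 100% = DMSO alone without agonist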
M4 antag – human M4 muscarinic receptor antagonists, primary screen, CHO cells, Fluo-8 calcium fluorescence | Muscarinic acetylcholine receptor M4 (Homo sapiens), P08173 | CHO-hM4 cells, ACh EC80 | inhibition, % at 3 µM | 360,000 tested, 0.73% active;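 active = inhibition above its plate's cutoff, the mean inhibition of sample wells plus 3 SD, cut at about 27% in these data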;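 note: 0% = acetylcholine EC80 with DMSO and 100% = DMSO without agonist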
CRFR2-BP ag – agonists of CRF-BP/CRF-R2 complex, primary screen, cell-based, HEK293, calcium dye fluorescence, uHTS; calcium dye fluorescence (FLIPR); percent of saturating CRF peptide response; activation, % at 13.2 µM; 350,000 tested, 0.46% active; AID 588473, 2011;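 active = activation of at least 50%, plus an integration ratio under a set limit after plate pattern correction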;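 note: plate controls were neutral control wells without compound for no effect and CRF at EC100 for full effect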
CHRM5 agonist – human M5 muscarinic receptor agonists, primary screen, CHO-K1 cells, Fluo-8 calcium fluorescence | 360,000 tested, 0.19% active | Muscarinic acetylcholine receptor M5 (Homo sapiens), P08912 | AID 624037, 2012 | CHO-K1 hM5 cells; 0% DMSO wells, 100% maximal acetylcholine response | activation, % at 3 µM;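 active = activation above the run's mean over test compounds plus 3 SD, cut at about 23% in these data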;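 note: signal is peak over basal fluorescence ratio across the kinetic read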
* marks the source's active call; other numbers are inactive results; . = no result given.

Start of the data: the first 3 records, ahead of the listing:
M1 PAM	M5 antag	CHRM4 PAM	M4 ag	M5 PAM	CHRM1 antagonist	M4 antag	CRFR2-BP ag	CHRM5 agonist	smiles
9	8	2	1	0	-11	-9	-1.4	-1	CCN(CC)c1ccc(NC(=O)COC(=O)C2CCN(c3ccc(C(F)(F)F)cn3)CC2)cc1
2	-4	0	1	1	-11	-3	-1.1	-2	COc1ccc(C)c2sc(N(CCN(C)C)C(=O)c3ccc(S(=O)(=O)N(C)c4ccccc4)cc3)nc12
4	8	-11	4	-9	3	6	-0.7	-1	O=C1N=C(N2CCc3ccccc3C2)S/C1=C\c1cccc(O)c1

Results, from the first entry:
M1 PAM	M5 antag	CHRM4 PAM	M4 ag	M5 PAM	CHRM1 antagonist	M4 antag	CRFR2-BP ag	CHRM5 agonist	smiles
9	8	2	1	0	-11	-9	-1.4	-1	CCN(CC)c1ccc(NC(=O)COC(=O)C2CCN(c3ccc(C(F)(F)F)cn3)CC2)cc1
2	-4	0	1	1	-11	-3	-1.1	-2	COc1ccc(C)c2sc(N(CCN(C)C)C(=O)c3ccc(S(=O)(=O)N(C)c4ccccc4)cc3)nc12
4	8	-11	4	-9	3	6	-0.7	-1	O=C1N=C(N2CCc3ccccc3C2)S/C1=C\c1cccc(O)c1
2	4	-1	2	-4	6	1	-2.9	0	CC1C(=O)C(C)C(c2ccco2)NC1c1ccco1 (stereo not drawn)
5	2	6	0	-2	-3	0	-0.9	0	CC(C)Cn1cnc2c(=O)oc3ccccc3c21
-12	10	-3	12	0	26	5	1.4	9	CCOC(=O)N(O)c1ccc(C=Cc2ccccc2)cc1
11	-12	5	0	1	-16	-8	1.8	-5	CN(Cc1ccccc1)C(=O)c1cn(C)c2ccc(S(=O)(=O)N3CCCC3)cc2c1=O
7	16	3	0	-2	-15	1	-0.9	-6	COc1ccc(F)cc1S(=O)(=O)n1cnc2ccccc21
-6	0	-4	0	3	15	5	-1.5	-3	COc1ccc(OC)c(S(=O)(=O)NCCO)c1
-3	-1	4	0	0	-7	2	-2.3	1	O=C(O)C1(C(=O)O)CCC2(CCCCC2)CC1
6	7	-2	9	-12	-6	-4	0.7	3	CC(Oc1ccc(Cl)cc1Cl)C(=O)OCC(=O)c1c(N)n(C)c(=O)n(C)c1=O (stereo not drawn)
2	-12	8	2	2	-7	-15	-0.5	-2	CC(=O)c1cccc(NC(=O)CC2CCCC2)c1
-4	4	4	1	-3	4	5	-0.5	-1	O=C1/C(=C/c2ccncc2)SC(=S)N1C1CCCCC1
14	-7	-3	1	0	-15	2	0.7	-2	COc1ccc(N(CCCN2C(=O)c3cccc4cccc(c34)C2=O)C(=O)c2cccs2)cc1
0	2	11	2	-6	7	-12	-0.7	-6	O=S(=O)(N/N=C1\CCCc2ccccc21)c1ccccc1
.	1	10	-1	3	.	-7	.	0	O=C(NCc1ccccn1)[C@@H]1CCCN1C(=O)[C@@H]1CCCN1C(=O)c1ccccc1
5	-11	0	3	1	-3	-7	0.7	0	O=C(CCCc1c[nH]c2ccccc12)Nc1ccc2ccccc2c1
6	14	1	0	-5	-10	-9	-1.3	-8	Cc1onc(-c2ccccc2Cl)c1C(=O)N[C@@H](C)c1ccccc1
6	20	-5	9	-8	-4	-2	-1.4	-1	COc1cc(C(=O)Nc2ccc(NC(=O)c3ccccc3Cl)nc2)cc(OC)c1OC
-4	9	-1	1	-13	13	3	-5.1	2	Cc1ccccc1OCC(=O)OCC(=O)Nc1ccc2c(c1)OCO2
8	-3	1	0	-2	-7	5	2.8	0	CCN(CC)S(=O)(=O)c1ccc(Cl)c(NC(=O)COC(=O)c2cc(-c3ccccc3Cl)nc3ccccc23)c1
-13	21	-6	11	-47	31*	5	0.3	-1	Cc1ccc(-c2cc(C(=O)N3CCN(c4ncccn4)CC3)c3ccccc3n2)cc1
-13	14	-5	1	-6	14	10	-1.4	-15	CCc1ccccc1OCCCCN1CCCC1
2	4	1	14	-10	-13	-10	6.8	7	O=C(CCCN=C1NS(=O)(=O)c2ccccc21)OCC(=O)c1ccc(Br)cc1
.	2	-2	-2	2	.	13	.	0	CCC(c1nc2ccccc2[nH]1)n1c(=O)c(-c2cccnc2)nc2ccccc21 (stereo not drawn)
-3	9	-6	0	-5	11	-3	1.6	-2	Cn1c(=O)c(=O)n(C)c2cc(S(=O)(=O)CCC(=O)Nc3c(F)c(F)c(F)c(F)c3F)ccc21
0	13	-8	4	-4	-5	-3	-0.5	-12	CCc1ccc(CN2CCCC(CNS(=O)(=O)c3ccc(OC)cc3)C2)cc1 (stereo not drawn)
7	10	3	1	2	-3	12	1.4	-1	O=C(Cn1cccc1C(=O)c1ccccc1)NCc1ccc(Cl)cc1
-1	19	0	0	-1	-1	-1	.	-1	CCCNC(=O)c1cc(C2CCCCN2C(=O)c2ccc(OC)cc2)on1 (stereo not drawn)
5	5	3	0	-2	-15	-8	.	0	O=C(Nc1ccc(Cl)cc1)c1csc([C@@H]2O[C@H](CO)[C@H](O)[C@H](O)[C@H]2O)n1
7	-2	-8	1	1	-8	0	-2.4	1	CCOc1ccc(CCNC(=O)CCN2C(=O)COc3ccccc32)cc1OCC
-8	-7	-6	1	-4	2	-4	2.5	-7	CCc1oc2ccccc2c1C(=O)CCN1CCCCC1
3	2	-5	2	-6	-5	8	-1.6	-3	COC(=O)COc1cccc(NC(=O)c2ccc(Cl)cc2)c1
-3	-2	-3	1	-5	-22	-2	-2.1	-3	CCNc1oc(COc2ccccc2F)nc1C#N
4	0	16	2	5	-5	2	1.1	2	Cc1ccc(C(=O)NNC(=O)c2cccc(S(=O)(=O)N3CCOCC3)c2)cc1
14	-2	8	0	-2	-17	4	0.1	3	N#Cc1ccc(NC(=O)CSc2nc3[nH]c(=O)cc(O)c3s2)cc1
8	-2	4	1	2	-6	-16	0.6	1	O=C(O)c1ccc(CNC(=O)C2CCN(S(=O)(=O)c3ccc4c(c3)OCCO4)CC2)cc1
11	-1	6	0	2	-19	0	-0.5	1	Cc1nc2ccccc2c(=O)n1/N=C/c1ccccc1Cl
5	0	-5	3	0	-6	3	0.5	0	Cc1cc(C)n(-c2ccc(C(=O)NC3=NCCS3)cc2)n1
14	-3	9	1	7	-18	-1	0.1	0	Nc1nc(SCC(=O)Nc2ncc(Cl)cc2Cl)n[nH]1
-1	0	14	-2	2	4	-1	-1.7	-5	O=[N+]([O-])c1ccc(N2CCCCCC2)c([N+](=O)[O-])c1
7	2	-1	4	-6	-9	-5	-0.7	-3	COc1ccccc1N1CCN(C(=O)Nc2ccc(F)c(Cl)c2)CC1
-3	12	-1	1	-5	0	8	1.8	-2	Cc1cccc(NC(=O)Nc2ccccc2[N+](=O)[O-])n1
11	0	11	8	-2	-16	1	0.5	-1	CC(=O)Nc1ccc(NC(=O)CSc2ccc(-c3sc(C)nc3C)nn2)cc1
1	-3	-8	0	-3	-7	3	-2.1	-2	C=CCn1c(NCc2ccc3c(c2)OCO3)nc2ccccc21
9	-9	15	-1	10	-2	-10	3.4	5	Cc1ccc(-n2c(SCC(=O)Nc3cccc(S(N)(=O)=O)c3)nc3ccccc32)cc1
7	-1	13	0	0	-10	-5	0.6	3	CCCN(C(=O)COC(=O)CC1CCCCC1)c1c(N)n(Cc2ccccc2)c(=O)[nH]c1=O
-2	6	5	1	-1	3	1	-2.3	-1	O=C(/C=C/c1ccco1)NC(=S)Nc1nc(-c2ccc3ccccc3c2)cs1
13	10	-5	-1	2	-16	-3	-0.3	-3	CCOc1ccc(/C(O)=C2\C(=O)C(=O)N(c3ccc(OC)cc3)C2c2ccccc2[N+](=O)[O-])cc1 (stereo not drawn)
-2	16	0	0	-3	-5	-2	1.1	-2	N=c1n(CCN2CCOCC2)c2ccccc2n1CC(O)COc1ccccc1 (stereo not drawn)

Continuation:
M1 PAM	M5 antag	CHRM4 PAM	M4 ag	M5 PAM	CHRM1 antagonist	M4 antag	CRFR2-BP ag	CHRM5 agonist	smiles
2	-2	8	1	5	-20	-5	0.0	0	CCSc1nnc(NC(=O)COc2ccc3ccccc3c2)s1
.	9	17	8	-7	.	-16	.	7	COc1ccccc1N1CCN(C2C(=O)Nc3ccccc3-n3nnnc32)CC1 (stereo not drawn)
9	-1	5	0	-2	-4	0	3.3	0	CC(=O)N=c1c(C#N)cc2c(=O)n3ccccc3nc2n1Cc1ccccc1
7	-5	-1	1	5	-9	10	0.9	1	Cc1ccc(S(=O)(=O)NCC(=O)N(CC(=O)NC(C)(C)C)Cc2ccc3c(c2)OCO3)cc1
7	-3	1	2	5	-13	-14	-2.4	-3	CCCCN(CCCC)CC(O)COc1ccccc1C(=O)Nc1ccccc1 (stereo not drawn)
6	-4	17	0	-8	-19	2	1.7	-10	C[C@H](CO)N1C[C@H](C)[C@@H](CN(C)Cc2ccc3c(c2)OCO3)Oc2ccc(NC(=O)Cn3cnnn3)cc2C1=O
5	9	0	2	-2	-22	-6	-2.3	0	CCOC(=O)c1ccc(S(=O)(=O)NC2CCCCCCC2)n1C
1	1	-4	4	-7	-10	9	1.6	0	O=C(c1cc2cc(F)ccc2[nH]1)N1CCN(C(=O)c2ccco2)CC1
2	-2	2	5	-2	-8	-8	-0.9	4	CC1(C)C(=O)C2(CCCCC2)C(=O)OC1c1ccc(O)cc1 (stereo not drawn)
10	8	-3	1	-10	-10	-1	-2.1	0	CNC(=O)NC(=O)C(C)OC(=O)c1cc2c(s1)CCCCC2 (stereo not drawn)
0	-7	11	2	14	5	2	2.8	0	O=C(NCCCN1CCOCC1)c1sc2cc(Cl)ccc2c1Cl
5	11	-8	2	-8	-7	19	-0.5	1	COc1cccc(N2CCN(C(=O)CN3C(=O)NC4(CCCC4)C3=O)CC2)c1
-11	14	-4	7	-7	13	1	-1.4	-1	O=C(COC(=O)c1ccc(S(=O)(=O)N2CCCC2)cc1)Nc1cccc(Cl)c1
5	-3	-4	1	0	-7	-3	-5.9	5	COC(=O)c1nnn(-c2cc(Cl)cc(Cl)c2)c1C(=O)OC
1	6	1	0	-6	13	-5	0.3	-2	O=C(NNC(=S)NC1CCCCC1)c1cccc(S(=O)(=O)Nc2ccccc2Cl)c1
4	0	0	4	-4	-10	0	7.0	-3	Cc1cccc(N2CCN(C(=O)c3cc4ccccc4oc3=O)CC2)c1C
8	5	-2	-2	-2	-1	-6	1.2	-4	CCCCNC(=O)CCn1nc(-c2ccc(Cl)cc2)ccc1=O
17	-6	17*	1	1	-17	-2	-4.2	-5	CCOc1ccc(NC(=O)[C@H](C)NC(=O)C2CC(=O)N(c3ccc(OC)cc3)C2)cc1 (stereo partly drawn)
2	4	2	1	0	-11	-6	0.7	1	O=C(COC(=O)CNC(=O)c1ccccc1Cl)NC1CCCC1
